# High-throughput results from PubChem BioAssay.
# Pf gamet viab – inhibitors of late stage P. falciparum gametocyte viability; inhibition, % at 10.9 µM; P. falciparum stage V gametocytes, ATP luminescence, 24 h; actives 0.065% (n = 150,000);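 active = inhibition above the mean plus 3 SD of compounds within the control limits, set per campaign, cut at about 38% in these data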;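 note: 0% = DMSO wells and 100% = medium only without gametocytes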
# Mcl-1 Bim block – inhibitors of Bim-Mcl-1 interaction, human; Q07820; Bead-based flow cytometry, Bim peptide-Mcl-1 binding; inhibition, % at 10 µM; actives 0.1% (n = 190,000); in the data active = inhibition above about 40%;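 note: 0% = no compound tracer wells and 100% = peptide blocker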
# Target sequence (Q07820 whole entry, looked up): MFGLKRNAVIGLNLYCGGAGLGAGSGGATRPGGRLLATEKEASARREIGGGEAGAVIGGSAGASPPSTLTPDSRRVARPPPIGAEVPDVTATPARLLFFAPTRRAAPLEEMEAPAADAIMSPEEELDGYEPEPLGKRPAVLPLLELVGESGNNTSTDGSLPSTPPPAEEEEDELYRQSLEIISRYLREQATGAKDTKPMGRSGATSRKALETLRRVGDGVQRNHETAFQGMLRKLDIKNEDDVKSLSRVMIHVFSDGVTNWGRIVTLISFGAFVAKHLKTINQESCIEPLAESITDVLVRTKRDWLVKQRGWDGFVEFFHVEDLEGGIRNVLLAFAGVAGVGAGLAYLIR
# Avidin bead fluor – compound fluoresces at 488/530 nm on avidin beads; AID 1775; fluorescence (KMESF) at 10 µM; actives 0.38% (n = 220,000); compound fluorescence 488/530 nm, flow cytometry; hits give high values; in the data active = fluorescence above about 47; note: inactives centre near 10
# Mcl1 Noxa PPI – Mcl-1/Noxa interaction inhibition. Q07820. TR-FRET Mcl-1/Noxa peptide binding, 2 h. inhibition, % at 21.7 µM. actives 1.5% (n = 220,000). AID 1022;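 active = compounds that cut the protein-peptide binding signal by more than 50% relative to plate controls in a single-dose test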;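 note: His-tagged Mcl-1 with rhodamine Noxa BH3 peptide and terbium anti-His antibody; 0% = Mcl-1 plus Noxa peptide wells and 100% = peptide-only wells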
# Cdc42 wt GTP – modulators (inhibitors or activators) of GTP binding to human Cdc42 wildtype. GST-Cdc42 beads, Bodipy-GTP binding, flow cytometry; actives lie on both sides. percent activity (GTP binding), % at 10 µM. AID 761. actives 0.2% (n = 190,000). P60953;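 active = percent activity GTP binding at least 20 points away from the 100% baseline, either down as inhibitor or up as activator; inconclusive = compound flagged as likely green fluorescent from well-wide comparison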;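 note: median bead fluorescence of bound Bodipy-FL-GTP at 100 nM; 0% = excess unlabeled GTP control and 100% = no compound control; below 100% means less GTP binding so inhibitor and above means activator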
# Target sequence (P60953 whole entry, looked up): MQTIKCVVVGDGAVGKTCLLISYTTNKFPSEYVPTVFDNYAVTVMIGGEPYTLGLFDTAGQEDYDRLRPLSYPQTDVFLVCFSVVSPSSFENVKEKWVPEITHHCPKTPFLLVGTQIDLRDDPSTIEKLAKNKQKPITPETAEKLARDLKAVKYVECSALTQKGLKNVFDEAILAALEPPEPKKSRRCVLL
# Rab2A wt mod – changes GTP binding to wildtype dog Rab2A, up or down; P61105; GST-Rab2 wt beads, Bodipy-GTP binding, flow cytometry; GTP binding activity, % at 10 µM; actives 0.19% (n = 190,000); AID 760;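 active = GTP binding activity at least 20 points away from 100%, either lowered or raised; inconclusive = signal likely due to the compound's own green fluorescence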;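 note: 0% = beads with excess unlabeled GTP and 100% = no-compound control corrected for plate trend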
# Rac1 wt modul – alters GTP binding to wildtype human Rac1. GST-Rac1 beads, fluorescent GTP binding, flow cytometry; actives lie on both sides; 0 = cold GTP competed, 100 = untreated. actives 0.27% (n = 190,000). P63000. GTP binding activity (% of control), % at 10 µM;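 active = GTP binding activity at least 20 points away from the 100% control level, either lower or higher; inconclusive = compound flagged as likely green fluorescent, judged across all proteins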
# HRas wt GTP – human HRas wildtype GTP binding, change in either direction. P01112. GST-Ras wt beads, Bodipy-FL-GTP binding, flow cytometry; actives lie on both sides. GTP binding activity, % at 10 µM. actives 0.14% (n = 190,000). AID 759;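 active = GTP binding activity at least 20% away from the 100% baseline, either lowered as inhibitor or raised as activator; inconclusive = flagged as likely green fluorescent, judged across all proteins in the well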;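 note: 0% = unlabeled GTP competition control and 100% = no-compound control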
# Target sequence (P01112 whole entry, looked up): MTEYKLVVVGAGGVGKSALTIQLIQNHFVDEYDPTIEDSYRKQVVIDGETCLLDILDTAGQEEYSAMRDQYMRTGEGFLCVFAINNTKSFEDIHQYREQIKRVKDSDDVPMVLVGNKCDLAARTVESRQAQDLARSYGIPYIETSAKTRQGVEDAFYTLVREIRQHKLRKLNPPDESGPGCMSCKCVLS
# Mcl1-Bid inh – disrupts binding of human Mcl-1 to Bid peptide; TR-FRET Mcl-1/Bid-Dy647 peptide binding, 1536-well; actives 0.97% (n = 220,000); inhibition, % at 21.7 µM;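 active = compounds that cut the binding signal by more than half at the single screening dose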;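 note: His-tagged Mcl-1 with europium anti-His antibody binding Bid BH3 peptide; 0% = Mcl-1 plus peptide wells and 100% = peptide-only wells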
# Rac1 mut GTP – human Rac1 activated mutant GTP binding change | GST-Rac1 activated beads, fluorescent GTP binding, flow cytometry; actives lie on both sides; 100% means binding = to untreated wells | AID 764 | P63000 | actives 0.11% (n = 190,000) | percent activity (GTP binding), % at 10 µM;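 active = GTP binding at least 20 percentage points away from the 100% baseline, in either direction, so actives lie on both sides; inconclusive = Compound likely fluorescent itself, or too few beads counted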
# Rab7 wt GTP bind – modulators of GTP binding to dog Rab7 wildtype GTPase; GST-Rab7 beads, fluorescent GTP binding, flow cytometry; actives lie on both sides; untreated = 100%, excess cold GTP = 0%; GTP binding activity (percent of control), % at 10 µM; actives 0.055% (n = 190,000);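 active = fluorescent GTP binding to Rab7 beads changed by at least 20 points from the 100% baseline, either direction, mostly lower; inconclusive = compound itself probably fluorescent, or too few beads counted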;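 note: median green fluorescence of bound Bodipy-FL-GTP per Rab7 bead population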
# * hit, by the source's call; ? = inconclusive; nt = not tested or not shown.
SMILES,Pf gamet viab,Mcl-1 Bim block,Avidin bead fluor,Mcl1 Noxa PPI,Cdc42 wt GTP,Rab2A wt mod,Rac1 wt modul,HRas wt GTP,Mcl1-Bid inh,Rac1 mut GTP,Rab7 wt GTP bind
O=C(Cc1ccccc1)Nc1nnc(-c2cccs2)s1,nt,0,12,2,100,98,98,98,-13,96,98
Cc1ccc(C(=O)N/N=C2\SCC(=O)N2c2cc(C)ccc2C)cc1,nt,-32,3,-1,99,99,99,100,12,96,101
O=C(CN1CCC(c2nc3ccccc3[nH]2)CC1)Nc1ccc2c(c1)OCO2,12,-4,11,13,107,101,106,101,9,101,101
Cc1ccc(-c2csc(NC(=O)Cn3[nH]c(=O)c4ccccc4c3=O)n2)cc1,21,-3,6,36,96,97,96,96,-6,97,95
O=C(C1=C[C@@H](c2ccc(Br)cc2)C[C@@H](OCc2ccc(CO)cc2)O1)N1CCN(Cc2ccccc2)CC1,nt,-1,7,-14,96,94,99,95,1,96,96
Cc1ccc(CN(C)C(=O)c2cc(COc3ccc(F)cc3Cl)on2)o1,13,-2,9,-5,93,92,97,94,-42,94,97
CS(=O)(=O)c1ccc(C(=O)NC2CCCc3ccccc32)cc1 (configuration not stated),nt,0,9,15,98,99,93,96,-18,94,103
Cc1ccc(N(CC(=O)NCc2ccc(F)cc2)C(=O)c2csnn2)c(C)c1,-5,0,7,-16,97,97,100,93,0,95,94
COc1ccc(O)c(/C=c2/sc3nc4cc(C)c(C)cc4n3c2=O)c1,nt,1,7,49,99,101,101,98,-17,99,96
CC(C)(C)C(=O)Nc1ccccc1C(=O)Nc1cccnc1,nt,-1,34,7,100,98,100,99,-14,100,99
O=C(C1=C(O)C(=O)N(CCCN2CCOCC2)C1c1ccncc1)c1cc2ccccc2o1 (configuration not stated),nt,-3,6,6,101,98,101,97,-17,97,100
COc1ccc(C(=O)C(C)OC(=O)c2cccc(S(=O)(=O)Nc3cc(Cl)c(OC)cc3OC)c2)cc1 (configuration not stated),nt,-6,2,-11,103,99,99,101,-37,100,101
CCCn1cc(NC(=O)c2cc3n(n2)C(C(F)(F)F)CC(c2ccccc2)N3)cn1 (configuration not stated),-9,0,10,-1,102,101,108,103,-39,100,102
COc1ccc2cc(S(=O)(=O)N3CCCCCC3)ccc2c1,3,-1,11,2,95,98,98,97,-13,94,100
Cc1onc(-c2c(F)cccc2Cl)c1C(=O)N1CCc2ccccc2C1,nt,-5,10,7,103,100,104,101,-29,98,99
CCCC[C@@H]1C[C@H]1[C@@H](NC(=O)c1cccs1)c1ccc(Cl)cc1,nt,0,10,-15,97,100,103,101,-6,98,101
COC(=O)CC1COc2ccccc2N1C(=O)c1ccc(Cl)cc1 (configuration not stated),-32,0,25,14,100,100,98,99,-1,98,96
CN(C)S(=O)(=O)c1ccc(Oc2ccccc2)cc1,nt,1,10,-14,103,97,101,101,-66,97,97
CCOC(=O)Cc1cc(=O)n2[nH]c(-c3ccccc3)cc2n1,nt,0,19,4,100,102,103,104,-10,100,99
C=CCNc1nc(Nc2ccc(OC)cc2)nc(OC)n1,-19,-4,15,-34,102,102,107,101,-40,99,105

# Brought forward from above: two entries, followed by the next part.
SMILES,Pf gamet viab,Mcl-1 Bim block,Avidin bead fluor,Mcl1 Noxa PPI,Cdc42 wt GTP,Rab2A wt mod,Rac1 wt modul,HRas wt GTP,Mcl1-Bid inh,Rac1 mut GTP,Rab7 wt GTP bind
CCOC(=O)Cc1cc(=O)n2[nH]c(-c3ccccc3)cc2n1,nt,0,19,4,100,102,103,104,-10,100,99
C=CCNc1nc(Nc2ccc(OC)cc2)nc(OC)n1,-19,-4,15,-34,102,102,107,101,-40,99,105
Cc1ccc(F)cc1NC(=O)Cc1nn(C)c(=O)c2ccccc12,15,0,5,1,99,100,100,99,-13,100,99
O=C(COC(=O)c1ccc2c(c1)OCCO2)Nc1cc(Cl)ccc1Cl,nt,-2,13,4,97,96,101,99,-9,97,98
Cc1ccc(NC(=O)C(c2ccccc2)C2CCCC2)cc1 (configuration not stated),-18,-4,16,-8,102,101,103,102,-45,101,104
COc1cc(C(=O)NCc2ccc(C(=O)NCC(OC)OC)cc2)cc(OC)c1OC,5,0,10,2,100,101,101,99,64*,98,96
COc1ccccc1NC(=S)NNC(=O)c1ccccc1Br,-13,-8,13,-33,100,97,102,100,-162,96,101
O=C(CCCOc1ccccc1)N1CCN(S(=O)(=O)c2cccs2)CC1,8,-1,32,17,97,96,96,98,-7,96,95
CCc1c(C)nc(SCC(=O)Nc2nc(-c3ccc(OC)cc3)cs2)[nH]c1=O,-2,-3,7,3,92,94,94,94,-18,94,95
Cc1cccc(/C=N\Nc2nnc(-c3ccccc3)c(=O)[nH]2)c1,19,-2,11,36,97,97,100,98,-1,98,94
COc1ccc(NC(=O)CC2Oc3ccccc3NC2=O)cc1 (configuration not stated),nt,0,25,-3,102,98,101,97,6,98,100
O=C(N/N=C/c1ccc[nH]1)c1ccccc1[N+](=O)[O-],29,-8,13,8,104,100,104,99,-86,100,102
Cc1nc2ccc(S(=O)(=O)NC(C(=O)N3CCCC3)C(C)C)cc2s1 (configuration not stated),nt,-5,23,12,100,101,106,100,-10,99,101
Cc1ccc2nc(NC(=O)c3ccc(Cn4cc(Cl)cn4)o3)sc2c1,nt,2,13,-4,101,101,101,101,-21,99,98
CSc1nnc(-c2ccccc2N=Cc2c(C)[nH]n(-c3ccccc3)c2=O)c(=O)[nH]1,nt,1,14,15,103,100,103,101,-25,99,99
CCOc1cccc(-c2nnc3sc(COc4ccc(Cl)cc4)nn23)c1,14,2,9,10,100,99,101,101,-11,96,99
COc1ccccc1CCc1nnc(CCC(=O)NC(C)Cc2ccsc2)o1 (configuration not stated),21,-2,9,-9,110,105,116,104,-24,104,100
N#Cc1cn(-c2ccccc2)nc1C(=O)c1ccccc1,nt,-4,7,12,102,106,104,103,-7,102,103
COc1ccc(NC(=O)c2ccco2)c(OC)c1,nt,1,27,24,102,102,99,100,-7,99,103
CCOC(=O)c1ccc(-n2c(CN(CC)CC)nc3ccc([N+](=O)[O-])cc3c2=O)cc1,8,0,6,14,102,103,106,102,-27,95,108
C=CCNC(=S)Nc1ccc(Cl)cc1,3,0,12,10,100,101,101,98,-42,98,101
Cc1cccc(CN2CCc3c(OCC(=O)NCc4ccco4)cccc3C2=O)c1,nt,-7,9,3,99,96,98,96,95*,98,98
COc1cccc(CNCCNC(=O)c2nonc2N)c1,nt,-2,22,22,99,97,95,97,10,96,96
CCN(CC)c1nc(-c2ccccc2)nc2c1sc(=S)n2CC,nt,0,11,8,99,98,106,99,4,94,95
c1cncc(N=c2scc(-c3cccc4ccccc34)n2CCCn2ccnc2)c1,8,-2,7,-16,100,100,101,99,-93,98,98
N#Cc1c(NC(=O)C2CCCO2)sc2c1CCCCCC2 (configuration not stated),nt,8,3,16,99,97,103,101,-68,101,104
COc1ccc(C2c3cc(OC)c(OC)cc3CCN2S(C)(=O)=O)cc1OC (configuration not stated),-5,0,11,1,97,103,104,100,-6,96,110
N#CCCN(Cc1cccnc1)C(=O)Nc1ccccc1,6,1,32,-1,101,99,104,99,-7,100,98
CCOc1ccccc1NC(=S)N1C2CCC1CC(NC(=O)NC13CC4CC(CC(C4)C1)C3)C2 (configuration not stated),-3,-1,26,4,100,102,103,101,-127,100,101
O=C(NC(=S)N1CCN(c2ccc(Cl)cc2[N+](=O)[O-])CC1)c1cccs1,nt,5,6,-33,103,97,100,98,-73,98,94
Cc1cccc(NC(=O)Nc2cccc(C)n2)n1,20,-7,11,-4,100,102,104,101,-30,102,97
CC1(C)Cc2nc3oc4c(=S)nc[nH]c4c3cc2CO1,-4,-8,14,-8,103,99,101,99,-68,100,99
COc1ccccc1-n1cc([C@@H]2C[C@H]3CN(c4ccccc4)C(=O)[C@]34CCCN24)cn1,18,-9,14,10,?,?,?,?,-22,?,?
COc1ccc(C(=O)C2CCCN(C(=O)C3CCOCC3)C2)c(C)c1 (configuration not stated),-4,-1,3,18,100,102,102,99,-3,96,105
O=C1c2cccc(OCc3ccc(F)cc3)c2CCN1Cc1ccc(F)cc1,-20,-6,10,-7,98,95,99,97,23,97,90
CCc1ccc2[nH]c(=O)c(C(c3nnnn3Cc3ccco3)N3CCC(C)CC3)cc2c1 (configuration not stated),8,0,6,6,101,101,102,100,-1,101,96
Cn1c(SCc2ccccn2)nnc1-c1ccncc1,-20,0,8,10,104,100,106,102,-6,102,102
CSc1cccc(NC(=O)CN(C)S(=O)(=O)c2ccc(C)cc2)c1,nt,-1,16,-5,100,102,103,101,-4,98,102

# Compounds shown so far with two or more sulfur atoms:
SMILES,Pf gamet viab,Mcl-1 Bim block,Avidin bead fluor,Mcl1 Noxa PPI,Cdc42 wt GTP,Rab2A wt mod,Rac1 wt modul,HRas wt GTP,Mcl1-Bid inh,Rac1 mut GTP,Rab7 wt GTP bind
O=C(Cc1ccccc1)Nc1nnc(-c2cccs2)s1,nt,0,12,2,100,98,98,98,-13,96,98
O=C(CCCOc1ccccc1)N1CCN(S(=O)(=O)c2cccs2)CC1,8,-1,32,17,97,96,96,98,-7,96,95
CCc1c(C)nc(SCC(=O)Nc2nc(-c3ccc(OC)cc3)cs2)[nH]c1=O,-2,-3,7,3,92,94,94,94,-18,94,95
Cc1nc2ccc(S(=O)(=O)NC(C(=O)N3CCCC3)C(C)C)cc2s1 (configuration not stated),nt,-5,23,12,100,101,106,100,-10,99,101
CCN(CC)c1nc(-c2ccccc2)nc2c1sc(=S)n2CC,nt,0,11,8,99,98,106,99,4,94,95
O=C(NC(=S)N1CCN(c2ccc(Cl)cc2[N+](=O)[O-])CC1)c1cccs1,nt,5,6,-33,103,97,100,98,-73,98,94
CSc1cccc(NC(=O)CN(C)S(=O)(=O)c2ccc(C)cc2)c1,nt,-1,16,-5,100,102,103,101,-4,98,102
